Screening results from PubChem BioAssay.
M1AAP inhibition = P. falciparum M1AAP inhibitors, biochemical, fluorogenic H-Leu-NHMec substrate, 1536-well (AID 1445); recombinant M1AAP, H-Leu-NHMec fluorogenic kinetic assay; higher % means a stronger effect; inhibition, % at 30 µM, or IC50 in µM where a hit was titrated; 220,000 tested, 0.42% active;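 active = primary inhibition above the hit cutoff, then over 50% inhibition at one or more dose response concentrations, cut at about 23% in these data, passing the limit was not always enough; inconclusive = conflicting primary data, or primary hits not chosen for dose response; inactive = low primary inhibition, or under 50% at every dose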;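 note: plate controls were DMSO full reaction for no effect and no enzyme background for full effect; strong numbers were not always called active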
HEK293 NOD2/NF-kB = inhibition of NOD2-driven NF-kB reporter – cell-based, luminescence, uHTS, HEK293 (AID 1566); HEK293 NOD2/NF-kB luciferase reporter, luminescence; higher % means a stronger effect; one-dose inhibition, % at 4 µM; EC50 in µM for titrated hits; 290,000 tested, 0.63% active; note: many of its hits are not listed in these tables
GPR55 activation = GPR55 agonists via beta-arrestin recruitment, primary screen, imaging, U2OS cells, beta-arrestin-GFP redistribution (AID 1961); U2OS GPR55 beta-arrestin-GFP redistribution imaging; higher % means a stronger effect; activation, % at 10 µM, or EC50 in µM where a hit was titrated; 290,000 tested, 0.048% active;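 active = activation above 40% with more than 50 cells counted in the well; inconclusive = wells holding fewer than 50 cells, flagged as toxic or sparse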;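 note: U2OS osteosarcoma cells stably expressing GPR55 and beta-arrestin-GFP; plate controls were DMSO negative control for no effect and LPI positive control for full effect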
Dynein cargo inh = blocks dynein driven cargo transport along microtubules. 3617.4 mouse cells, GR-EGFP nuclear translocation imaging; test concentration mostly 20 µM; stimulated with dexamethasone, 1 µM; active compounds read low. z-score, hits read low. 220,000 tested, 0.47% active. AID 1381;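 active = plate z-score of nuclear minus cytoplasmic receptor signal below a set negative limit, without overly bright fluorescence or cell loss, cut at about -3.5 in these data, passing the limit was not always enough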;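 note: z-score of nuclear minus cytoplasmic ring GR-EGFP intensity difference per well; some compounds called inactive have numbers as strong as hits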
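Buffer or medium – tet-free medium with charcoal-stripped serum · Signal – automated 10x imaging of fixed Hoechst-stained cells · Also added – dexamethasone agonist, 1.0 µM final, for 30 min · Incubation – induction 48 h, compound 1 h, agonist 30 min · Read-out – GR-EGFP nuclear translocation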
NOD1 NF-kB reporter = inhibition of NOD1-driven NF-kB reporter – cell-based, luminescence, uHTS, primary screen (AID 1578); inhibition, % at 4 µM, or EC50 in µM where a hit was titrated; 290,000 tested, 1% active; NOD1-driven NF-kB luciferase reporter cells, luminescence; higher % means a stronger effect; in the data active = inhibition mostly above about 36%, no sharp cut-off; inactive = mostly below about 34%;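 note: HEK-293T reporter cells stimulated with the NOD1 agonist gamma-tri-DAP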
KOR beta-arrestin-1 = kappa opioid receptor activators – cell-based, luminescence, uHTS, primary screen (AID 1777). 280,000 tested, 0.02% active. one-dose activation, % at 10 µM; EC50 in µM for titrated hits. KOR beta-arrestin recruitment, luminescence; higher % means a stronger effect; in the data active = activation above about 50%, passing the limit was not always enough; note: a part of the inactive calls stands beside numbers as strong as those of hits
P. falciparum M17LAP = P. falciparum M17LAP inhibitors, primary screen, biochemical, fluorogenic H-Leu-NHMec substrate, 1536-well (AID 1619); recombinant M17LAP, H-Leu-NHMec fluorogenic kinetic assay; higher % means a stronger effect; inhibition, % at 30 µM; hits with a dose series show IC50 in µM; 220,000 tested, 0.38% active;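 active = compound inhibiting the enzyme by more than half at any dose during confirmatory dose-response retesting; inconclusive = strong single-dose inhibitors picked by rank but not retested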;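 note: plate controls were full reaction with DMSO carrier for no effect and no enzyme background for full effect; strong numbers were not always called active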
AID2073 = disruptors of CaV2.2 binding to Mint1 – biochemical, HTRF (AID 2073); 290,000 tested, 0.19% active; inhibition, % at 20 µM; hits with a dose series show IC50 in µM; HTRF protein-protein interaction, Mint1-CaV2.2; higher % means a stronger effect; in the data active = inhibition mostly above about 51%, no sharp cut-off; inconclusive = no clear call, values can overlap the other calls; inactive = mostly below about 53%; note: some results filed as inactive read as strong as hits
KOR beta-arrestin-2 = kappa opioid receptor blockers – cell-based, luminescence, uHTS (AID 1778) | 290,000 tested, 0.091% active | KOR beta-arrestin recruitment, luminescence, antagonist mode; higher % means a stronger effect | one-dose inhibition, % at 10 µM; IC50 in µM for titrated hits; note: strong numbers were not always called active
Dynein cargo inh cytoplasmic EGFP = also measured in Dynein cargo inh; calls as there; z-score; measured here: cytoplasmic GR-EGFP intensity; active compounds read high
Dynein cargo inh nuclear GR-EGFP = second read-out of Dynein cargo inh, no call of its own (marks repeat the call); z-score; measured here: nuclear GR-EGFP intensity;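 lower value marks the stronger effect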
Dynein cargo inh cell count = second read-out of Dynein cargo inh, no call of its own (marks repeat the call); z-score; measured here: cell count per field
Numbers without * were called inactive; ? = inconclusive; / = no result given; [ ] = another dose, or the depositor's remark. Cut-off read from the data, not from the text of the source, unless noted: active = inhibition above about 50%; inactive = the rest. A portion of the library. The share of hits here may be higher or lower than overall.

SMILES | M1AAP inhibition | HEK293 NOD2/NF-kB | GPR55 activation | Dynein cargo inh | Dynein cargo inh cytoplasmic EGFP | Dynein cargo inh nuclear GR-EGFP | Dynein cargo inh cell count | NOD1 NF-kB reporter | KOR beta-arrestin-1 | P. falciparum M17LAP | AID2073 | KOR beta-arrestin-2
Cc1ccc(C(=O)NCc2ccco2)cc1[N+](=O)[O-] | -1% | 13% | 0.5% | 0.8 | -0.2 | 0.66 | -0.37 | -16% | -3.8% | 14% | 5% | -24%
COCCN(C(=S)Nc1ccc(C)cc1C)C(C)c1cccs1 (stereo not drawn) | -7% | 0% | -0.6% | 0.26 | -0.28 | 0.15 | -0.084 | -1% | -2.2% | 10% | -18% | 14%
Cc1ccc(C)c(S(=O)(=O)N2CCN(C(=O)c3ccc(C)s3)CC2)c1 | / | 30% | -0.1% | / | / | / | / | -13% | -2.8% | / | 10% | 15%
COC(=O)c1c(C)oc2ccc(NS(=O)(=O)c3cccs3)cc12 | 7% | 21% | -0.1% | 0.24 | -0.2 | 0.015 | 0.66 | / | 2.5% | -3% | 19% | -10%
O=C(c1ccco1)N1CCN(Cc2ccccc2Br)CC1 | / | -29% | -0.1% | / | / | / | / | -17% | -0.8% | / | 10% | 15%
O=c1oc2ccccc2c(O)c1CN1CCCCC1 | 17% | -12% | -0.3% | -0.64 | -0.077 | -0.11 | 1.1 | -40% | -10% | 18% | -5% | -21%
Cc1cc(S(=O)(=O)N(Cc2ccc3c(c2)OCO3)CC2CCCO2)ccc1-n1cnnn1 (stereo not drawn) | 1% | 12% | -0.1% | -0.24 | -0.26 | -0.096 | 0.87 | -5% | -5.0% | -6% | 3% | 19%
CN1CCCC(OC(=O)c2ccccc2F)C1 (stereo not drawn) | / | -1% | -0.1% | / | / | / | / | -13% | -6.4% | / | 4% | -29%[20 µM]
COc1ccc(CN2C(=O)c3ccccc3C2=O)cc1C(=O)OC(C)C(=O)NC(N)=O (stereo not drawn) | 13% | 11% | 0.2% | -0.86 | -0.29 | -0.59 | 0.65 | -20% | 5.8% | -1% | 10% | 1%
Cc1cc(C)nc(SCc2cn3cc(Cl)ccc3n2)n1 | 8% | 7% | -0.1% | 0.015 | -0.23 | 0.12 | -0.69 | -38% | -2.5% | 1% | -6% | 19%
CCC(CC)NC(=O)COC(=O)c1cccc(C)c1O | 3% | 24% | -0.1% | -0.3 | -0.23 | -0.075 | 0.13 | -4% | -5.0% | -4% | -1% | 0%
CC(=O)Nc1ccc(CN2CCN(CCC(C)C)C(CCO)C2)cc1 (stereo not drawn) | -3% | -5% | 0.4% | 1.4 | -0.26 | 0.59 | -0.45 | -26% | 4.8% | -2% | 15% | 12%
CC1CN(Cc2cn(C)nc2-c2ccc(Oc3ccccc3)cc2)CCN1C (stereo not drawn) | 2% | 8% | 0.2% | 1.7 | -0.26 | 0.36 | -0.46 | 13% | 1.5% | 4% | -8% | -41%[20 µM]
Cc1ccc(NC(=S)NCCN2CCOCC2)cc1C | 0% | 8% | -0.1% | -0.95 | 0.3 | -0.59 | 1.9 | 10% | -1.7% | -6% | -17% | 17%
CN(C)CCCC(C)(O)C(Cc1ccccc1)c1ccccc1 (stereo not drawn) | 7% | 8% | -0.3% | -1 | -0.29 | -0.84 | 1.1 | -18% | -2.0% | -15% | -2% | 4%
O=C(CSc1nc2ccc(Cl)cc2[nH]1)c1cccs1 | 1% | -41% | 0.0% | 0.076 | -0.7 | -0.086 | -0.73 | -3% | 1.7% | 4% | -14% | 18%
Cc1nc(SCC(=O)NC(=O)NCCC(C)C)c2c(-c3cccs3)csc2n1 | 8% | 9% | ? | -0.053 | -0.3 | -0.0055 | 0.55 | 18% | -2.6% | 15% | 23% | 4%
Cc1ccccc1CCNC(=O)CCn1nc(C)c2c(C)n(-c3ccccc3)nc2c1=O | / | 2% | -0.1% | / | / | / | / | -20% | 0.2% | / | 4% | 2%
COc1ccc(NC(=O)c2ccc(-n3cncn3)c([N+](=O)[O-])c2)cc1 | 8% | 16% | 0.2% | -0.35 | 0.041 | 0.029 | 0.54 | 12% | -4.9% | 6% | 20% | 32%
Cn1cc(S(=O)(=O)Nc2cccc(F)c2)c(=O)n(C)c1=O | 2% | 8% | 0.4% | -0.53 | -0.27 | -0.23 | 0.37 | -19% | 4.0% | 4% | 8% | -3%
O=C(NCC1CCCO1)c1cccc(-n2cnnn2)c1 (stereo not drawn) | 1% | 14% | 0.0% | 0.29 | -0.29 | 0.021 | 0.29 | -9% | -0.4% | 5% | 3% | 11%
COC(=O)C1=NNC(C(=O)c2ccco2)C1c1ccc(OC)cc1 (stereo not drawn) | -5% | -4% | -0.1% | -0.42 | -0.34 | -0.032 | 0.19 | -36% | -4.9% | 3% | -3% | -52%
CN1OC(CC(=O)O)N(c2ccc(Cl)cc2)C1=O (stereo not drawn) | 1% | 11% | 0.3% | 1.5 | -0.12 | 1.1 | 0.15 | -5% | 0.5% | 0% | 5% | -4%
O=C(c1ccco1)N1CCN(C(=S)NC2CC3CCC2C3)CC1 (stereo not drawn) | 2% | 9% | -0.2% | -0.81 | -0.39 | -0.48 | 1.3 | -37% | -4.7% | 0% | -4% | 16%
COc1ccc(CCNC(=O)CCc2cn(C)c3ccccc23)c(OC)c1OC | / | 10% | -0.1% | / | / | / | / | -11% | -4.6% | / | 5% | -2%

More compounds follow:
SMILES | M1AAP inhibition | HEK293 NOD2/NF-kB | GPR55 activation | Dynein cargo inh | Dynein cargo inh cytoplasmic EGFP | Dynein cargo inh nuclear GR-EGFP | Dynein cargo inh cell count | NOD1 NF-kB reporter | KOR beta-arrestin-1 | P. falciparum M17LAP | AID2073 | KOR beta-arrestin-2
O=C(Nc1ccc(F)cc1)N1CCN(CCc2ccccc2)CC1 | 7% | 14% | -0.2% | -0.45 | -0.23 | -0.047 | 0.38 | -8% | -5.9% | 10% | 4% | -17%
CCc1ccc(CN2CCC(N3CCC(C(=O)N4CCCC4)CC3)CC2)o1 | / | 4% | 0.2% | / | / | / | / | -16% | -2.7% | / | 0% | -19%
O=C(CSc1nncs1)NC(=O)NC1CCCC1 | 2% | 12% | -0.2% | -0.46 | -0.31 | -0.39 | 0.47 | -36% | -1.3% | 6% | 22% | -19%
O=C(O)C1CC=CCC1C(=O)NCCCN1CCCC1=O (stereo not drawn) | / | 4% | -0.2% | / | / | / | / | -17% | -0.1% | / | 3% | 5%
CCc1ccc(C2=NN(CCC(=O)NC(C)c3ccc4c(c3)OCCO4)C(=O)CC2)cc1 (stereo not drawn) | 1% | 2% | -0.4% | 0.28 | -0.31 | 0.18 | 0.56 | -13% | -5.3% | 22% | 0% | 3%
CCSCc1nnc(SCC(=O)Nc2ccc(OC)cc2)n1C | 6% | 21% | 0.3% | -0.78 | -0.27 | -0.23 | 0.83 | -4% | -1.2% | 0% | 4% | -4%[20 µM]
CCCCOC(=O)Nc1nc(C)c(C(=O)OCC)s1 | 16% | -17% | -0.2% | -0.6 | -0.28 | -0.33 | 0.26 | -48% | 0.1% | -12% | -3% | 11%
CCn1c(=O)c2cc(C(=O)NCCOC)sc2c2ccccc21 | / | 21% | -0.1% | / | / | / | / | 0% | -5.2% | / | -2% | 16%
CCc1ccc2nc(N3CCN(C(=O)C(C)(C)C)CC3)sc2c1 | / | 14% | -0.1% | / | / | / | / | -15% | 7.0% | / | 1% | -6%
Cc1cc(C)n2nc(S(=O)(=O)N(C)c3ccccc3)nc2n1 | 1% | 17% | 0.2% | -0.14 | -0.35 | 0.21 | 1 | 10% | -3.2% | 1% | -2% | -8%
Brc1cccc(OCCOCCn2ccnc2)c1 | 10% | 16% | -0.2% | -0.41 | -0.3 | -0.032 | 0.27 | 3% | 0.6% | 5% | 0% | -1%
Cc1ccc2nsnc2c1S(=O)(=O)N(CCO)Cc1cc2cc3c(cc2[nH]c1=O)OCCO3 | 4% | 1% | 0.2% | 0.13 | -0.23 | 0.43 | 0.29 | -10% | 0.2% | 7% | 11% | 2%
Cc1cccc(NS(=O)(=O)c2ccc(-c3ccc(=O)[nH]n3)o2)c1 | / | 6% | 0.3% | / | / | / | / | -21% | -0.3% | / | 9% | 14%
Cc1ccsc1CN(C)C(=O)c1ccc(Oc2ccccc2)cc1 | / | -64% | 0.2% | / | / | / | / | -44% | 2.4% | / | 4% | 1%
COc1ccccc1NC(=S)N(Cc1ccc(C)cc1)Cc1cccnc1 | 4% | 0% | -0.3% | -0.097 | -0.23 | -0.042 | -0.042 | 7% | -6.7% | 0% | -8% | 17%
COc1ccc(C)cc1N(CC(=O)N1CCCCCC1)S(C)(=O)=O | / | 1% | 0.0% | / | / | / | / | -10% | -2.9% | / | 10% | -31%[20 µM]
COc1cc(/C=C2\S/C(=N/S(=O)(=O)c3ccc(C)cc3)NC2=O)c([N+](=O)[O-])cc1OC | ? | -3% | 0.1% | 1.1 | -0.24 | 0.51 | 0.17 | -19% | 8.4% | 9% | 6% | 35%

Record cards, from the list above. Screens in order: M1AAP inhibition	HEK293 NOD2/NF-kB	GPR55 activation	Dynein cargo inh	Dynein cargo inh cytoplasmic EGFP	Dynein cargo inh nuclear GR-EGFP	Dynein cargo inh cell count	NOD1 NF-kB reporter	KOR beta-arrestin-1	P. falciparum M17LAP	AID2073	KOR beta-arrestin-2
Shown for Cc1cc(C)n2nc(S(=O)(=O)N(C)c3ccccc3)nc2n1 : 1%	17%	0.2%	-0.14	-0.35	0.21	1	10%	-3.2%	1%	-2%	-8%
Shown for Cc1ccc2nsnc2c1S(=O)(=O)N(CCO)Cc1cc2cc3c(cc2[nH]c1=O)OCCO3 : 4%	1%	0.2%	0.13	-0.23	0.43	0.29	-10%	0.2%	7%	11%	2%
Shown for COc1cc(/C=C2\S/C(=N/S(=O)(=O)c3ccc(C)cc3)NC2=O)c([N+](=O)[O-])cc1OC : ?	-3%	0.1%	1.1	-0.24	0.51	0.17	-19%	8.4%	9%	6%	35%
Shown for O=C(CSc1nncs1)NC(=O)NC1CCCC1 : 2%	12%	-0.2%	-0.46	-0.31	-0.39	0.47	-36%	-1.3%	6%	22%	-19%
